# Source: PubChem BioAssay
# Pf apPOL inh: Pf-apPOL DNA polymerase inhibition; Recombinant Pf-apPOL, molecular beacon fluorescence, 1.5 h; inhibition, % at 10 µM; hit rate 0.25% among 210,000; AID 1794808
# mHTT CaM bind: disrupts binding of mutant huntingtin to calmodulin; inhibition, % at 15 µM; AID 1671202; AlphaScreen His-mHTT/GST-CaM binding, luminescence; P42858; hit rate 3.6% among 190,000;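 further: 0% = both proteins with DMSO and 100% = one protein alone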
# Target sequence (P42858 whole entry, looked up, stated change not applied): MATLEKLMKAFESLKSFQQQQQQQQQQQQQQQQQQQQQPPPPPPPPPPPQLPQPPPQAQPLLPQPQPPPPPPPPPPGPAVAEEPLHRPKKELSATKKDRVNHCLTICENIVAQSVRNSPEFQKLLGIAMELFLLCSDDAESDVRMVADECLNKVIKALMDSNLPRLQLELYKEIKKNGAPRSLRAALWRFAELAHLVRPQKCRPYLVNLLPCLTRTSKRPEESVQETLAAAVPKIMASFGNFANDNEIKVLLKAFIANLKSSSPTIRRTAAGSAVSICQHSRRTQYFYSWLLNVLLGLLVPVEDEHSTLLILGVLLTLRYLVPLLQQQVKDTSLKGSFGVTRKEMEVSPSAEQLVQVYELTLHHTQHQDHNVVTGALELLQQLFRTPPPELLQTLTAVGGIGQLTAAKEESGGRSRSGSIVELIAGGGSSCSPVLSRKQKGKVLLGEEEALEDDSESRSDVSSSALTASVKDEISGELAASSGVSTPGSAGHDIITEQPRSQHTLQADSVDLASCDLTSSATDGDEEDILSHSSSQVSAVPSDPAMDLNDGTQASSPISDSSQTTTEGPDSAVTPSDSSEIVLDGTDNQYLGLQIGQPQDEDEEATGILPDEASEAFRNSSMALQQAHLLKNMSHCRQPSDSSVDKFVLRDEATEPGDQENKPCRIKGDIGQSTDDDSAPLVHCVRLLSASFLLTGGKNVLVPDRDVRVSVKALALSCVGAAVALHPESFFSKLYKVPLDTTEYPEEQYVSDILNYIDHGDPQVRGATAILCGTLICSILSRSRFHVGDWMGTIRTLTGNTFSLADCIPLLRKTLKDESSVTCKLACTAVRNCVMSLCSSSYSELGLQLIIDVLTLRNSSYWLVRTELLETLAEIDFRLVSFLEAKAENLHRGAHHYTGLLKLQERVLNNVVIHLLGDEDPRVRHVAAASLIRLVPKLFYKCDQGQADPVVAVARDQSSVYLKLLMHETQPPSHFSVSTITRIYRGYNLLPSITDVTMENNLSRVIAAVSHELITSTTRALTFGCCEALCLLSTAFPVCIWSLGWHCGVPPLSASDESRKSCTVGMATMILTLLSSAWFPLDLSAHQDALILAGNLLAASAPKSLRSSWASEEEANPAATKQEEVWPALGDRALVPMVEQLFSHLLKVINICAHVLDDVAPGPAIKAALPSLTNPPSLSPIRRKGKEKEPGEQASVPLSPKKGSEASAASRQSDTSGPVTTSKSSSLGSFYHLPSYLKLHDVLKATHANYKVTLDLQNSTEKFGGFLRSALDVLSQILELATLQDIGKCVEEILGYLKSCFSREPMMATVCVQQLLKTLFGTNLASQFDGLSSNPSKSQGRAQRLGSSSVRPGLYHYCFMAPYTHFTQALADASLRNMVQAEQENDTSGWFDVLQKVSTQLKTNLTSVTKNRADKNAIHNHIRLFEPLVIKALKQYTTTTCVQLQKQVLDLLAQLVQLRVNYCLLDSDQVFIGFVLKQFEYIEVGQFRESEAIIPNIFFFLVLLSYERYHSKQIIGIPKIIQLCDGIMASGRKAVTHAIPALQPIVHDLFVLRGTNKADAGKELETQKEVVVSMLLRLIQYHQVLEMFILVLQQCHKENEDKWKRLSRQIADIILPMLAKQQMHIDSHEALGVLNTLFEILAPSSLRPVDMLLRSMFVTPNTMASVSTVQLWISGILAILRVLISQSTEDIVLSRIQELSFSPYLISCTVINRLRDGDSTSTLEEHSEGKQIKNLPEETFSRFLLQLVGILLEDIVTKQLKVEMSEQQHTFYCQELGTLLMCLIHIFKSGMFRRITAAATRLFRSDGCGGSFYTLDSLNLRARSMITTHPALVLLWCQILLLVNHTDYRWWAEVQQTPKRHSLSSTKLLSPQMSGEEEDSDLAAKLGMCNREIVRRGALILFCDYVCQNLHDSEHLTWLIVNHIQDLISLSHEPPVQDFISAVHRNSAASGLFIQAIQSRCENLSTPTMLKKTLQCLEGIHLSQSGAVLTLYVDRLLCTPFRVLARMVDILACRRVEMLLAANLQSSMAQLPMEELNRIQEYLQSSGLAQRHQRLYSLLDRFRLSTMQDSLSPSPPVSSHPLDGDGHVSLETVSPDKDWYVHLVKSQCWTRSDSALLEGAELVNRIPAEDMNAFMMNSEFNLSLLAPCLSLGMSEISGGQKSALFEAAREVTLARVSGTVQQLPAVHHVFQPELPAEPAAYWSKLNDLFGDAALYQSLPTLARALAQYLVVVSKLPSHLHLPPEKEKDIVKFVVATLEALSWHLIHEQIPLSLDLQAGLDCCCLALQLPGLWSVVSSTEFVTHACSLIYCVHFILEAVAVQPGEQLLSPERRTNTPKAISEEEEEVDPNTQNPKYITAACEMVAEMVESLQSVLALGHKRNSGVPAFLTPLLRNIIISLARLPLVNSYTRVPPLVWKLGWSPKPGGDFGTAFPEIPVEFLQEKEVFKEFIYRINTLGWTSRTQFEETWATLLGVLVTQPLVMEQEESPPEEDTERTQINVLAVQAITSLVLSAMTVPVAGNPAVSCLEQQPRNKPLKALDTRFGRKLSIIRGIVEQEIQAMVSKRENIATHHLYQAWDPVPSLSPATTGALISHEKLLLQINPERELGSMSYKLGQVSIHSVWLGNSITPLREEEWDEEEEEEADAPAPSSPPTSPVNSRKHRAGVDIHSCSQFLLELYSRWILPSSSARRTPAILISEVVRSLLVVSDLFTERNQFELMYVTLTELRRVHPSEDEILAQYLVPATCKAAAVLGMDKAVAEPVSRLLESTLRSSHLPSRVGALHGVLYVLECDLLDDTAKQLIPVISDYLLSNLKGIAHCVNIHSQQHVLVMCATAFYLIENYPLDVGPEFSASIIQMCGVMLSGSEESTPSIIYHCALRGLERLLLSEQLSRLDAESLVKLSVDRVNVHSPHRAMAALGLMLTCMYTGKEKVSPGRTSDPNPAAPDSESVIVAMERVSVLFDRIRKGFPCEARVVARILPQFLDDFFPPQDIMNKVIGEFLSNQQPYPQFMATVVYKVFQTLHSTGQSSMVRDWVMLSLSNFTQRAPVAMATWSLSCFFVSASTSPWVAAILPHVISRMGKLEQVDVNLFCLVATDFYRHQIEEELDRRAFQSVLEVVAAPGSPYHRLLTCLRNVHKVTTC
# Numbers without * were called inactive; i = inactive; / = no result given; & = joins results of further samples; ! = not confirmed by another sample. No stated cut-off is given here; in the data, active means inhibition above about 50%; inactive means the rest.
SMILES,Pf apPOL inh,mHTT CaM bind
COc1cc(NC(=O)Cc2ccc(F)cc2)c(OC)cc1Cl,-17,6
Oc1ccccc1C=Nc1ccc(Cl)c(Cl)c1,-5,-5
COc1cc(OC)cc(-c2c(Sc3ccccc3)c3cc(-c4ccc(OC)nc4)ccc3n2C)c1,-8,-3
COc1cccc2cc(C(N)=O)c(=Nc3cccc(C(F)(F)F)c3)oc12,3,-2
COc1cccc(-c2nc(C=Nc3cc([N+](=O)[O-])ccc3C)c(O)o2)c1,-5,1
O=C(Nc1ccc(Br)cn1)c1ccc([N+](=O)[O-])cc1Cl,82*,8
Cc1nnc(-c2cccn2CC(=O)NCc2ccc(F)cc2)o1,0,-7
S=c1[nH]ccn1-c1c(Cl)cccc1Cl,2,/
Cc1c(C(=O)N2CCN(c3cccc(Cl)c3)CC2)cccc1[N+](=O)[O-],4,25
COC(=O)c1c(COc2ccccc2)n[nH]c1C,-8,/
Cc1ccc(-c2nc(C(=O)NCc3ccccc3)cs2)n1C,1,37
CCOC(=O)N1CCC(NC(C)COC)CC1 (stereo unspecified),-4,-6
O=C(Cc1cccs1)NCCCN1CCOCC1,-9,3
c1ccc(CCc2nc(-c3ccnc(N4CCOCC4)c3)no2)cc1,1,-23
COc1ccc(C=C2Oc3c(ccc(O)c3CN(C)C)C2=O)cc1OC,-18,4
COc1ccc(CN2CCc3cc(OC)c(OC)cc3C2)cc1Br,-8,5
O=C1C2C3C=CC(C3)C2C(=O)N1CCN1C(=O)C2C3C=CC(C3)C2C1=O (stereo unspecified),32,-4
CCC(=O)N1CCc2cc(Br)cc(S(=O)(=O)NC(C)(C)C)c21,-10,-7
Nc1cc(C2CCN(C(=O)NCC3CCCO3)CC2)no1 (stereo unspecified),0,4
O=C(CSc1nc2ccccc2[nH]1)Nc1nc2ccc([N+](=O)[O-])cc2s1,4,11
CCCCc1ccc(N2C=C(C#N)S(=O)(=O)c3ccccc32)cc1,1,0
Cc1ccc(Oc2nccnc2N2CCC(C(=O)Nc3ccc(F)cc3F)CC2)cc1,-7,1
COc1ccc2nc(C)cc(Nc3ccc(N(C)C)cc3)c2c1,-8,42
O=C(NCCCN1CCOCC1)c1c(-c2ccccc2)oc2c1C(OCCCCCO)CCC2 (stereo unspecified),-4,-8
CC12CC(=O)C(C)(C1)C1C(=O)N(c3ccc(O)cc3)C(=O)C12 (stereo unspecified),1,-1
COc1ccc(-c2nnc(N3CCC(C(=O)Nc4ccc(OC)c(OC)c4)CC3)o2)cc1,-6,12
CCc1sc(/C=C2\C(=O)ON=C2c2ccccc2)cc1[N+](=O)[O-],-3,39
COc1ccc2[nH]c3nc4cc(Cl)c(Cl)cc4nc3c2c1,0,4
CCOc1ccc(C(=O)Nc2ncc(S(=O)(=O)c3ccc([N+](=O)[O-])cc3)s2)cc1OCC,2&-7,4&-4
Cn1cnc2cc(NCc3nc4ccccc4n3Cc3ccccc3)ccc21,-2&-4,88*!
O=C(NCC1(c2ccc(F)cc2)CCOCC1)C(=O)Nc1ccc(F)c(F)c1,-1,-7
COc1cc(/C=C(\C#N)c2[nH]nc(N)c2C#N)ccc1O,10&9,54*!
C=CCOc1ccc(Cl)cc1C1C2=C(CC(C)(C)CC2=O)N(C)C2=C1C(=O)CC(C)(C)C2,9,1
CCc1cccc(OCCn2ccnc2)c1,-2,0
COc1cc(OC)c(Br)c(OC)c1,/,-11
O=C(COc1ccc(Cl)cc1Cl)Nc1ncn[nH]1,1,27
COc1ccc(C2=N/C(=C\c3cccs3)C(=O)O2)cc1Br,-1,-1
c1cncc(-c2nc(N3CCCC3)c3ccccc3n2)c1,-4,0
NC(=O)/C(=C\c1ccc2c(c1)OCO2)NC(=O)c1ccc(Br)o1,9&1,-2&-1
CC(=O)OCC1OC(Oc2ccccc2[N+](=O)[O-])C(OC(C)=O)C(OC(C)=O)C1OC(C)=O (stereo unspecified),-1,-2
CSc1nnc(-c2nn(C)c3c2CN(C(=O)c2ccccc2Cl)CC3)n1C,2,7
CC(C)c1ccc(-c2cc(=O)c3cc(NC(=O)C4CCCCC4)ccc3o2)cc1,-2,-1
COC(=O)c1sccc1S(=O)(=O)Nc1cc(C)c(Cl)cc1OC,-2,-6
O=C(NCCN1CCCC1)C1CCCN(C(=O)c2cccc(C(F)(F)F)c2)C1 (stereo unspecified),-7,27
CC(C)(C)c1ccc(C(=O)N2CCN(Cc3nnnn3-c3ccccc3)CC2)cc1,-5,3

# Some of the entries so far, with two lines to a compound.
# Every second line gives: Pf apPOL inh, mHTT CaM bind
CCc1cccc(OCCn2ccnc2)c1
→ -2, 0
COc1cc(OC)c(Br)c(OC)c1
→ /, -11
O=C(COc1ccc(Cl)cc1Cl)Nc1ncn[nH]1
→ 1, 27
COc1ccc(C2=N/C(=C\c3cccs3)C(=O)O2)cc1Br
→ -1, -1
c1cncc(-c2nc(N3CCCC3)c3ccccc3n2)c1
→ -4, 0
NC(=O)/C(=C\c1ccc2c(c1)OCO2)NC(=O)c1ccc(Br)o1
→ 9&1, -2&-1

# Carrying on.
SMILES,Pf apPOL inh,mHTT CaM bind
COc1cccc(C2CC(c3ccc(F)cc3)Nc3nc(N)nn32)c1 (stereo unspecified),0,8
O=C(NCc1csc(C2CCCN(C(=O)c3cc(F)cc(F)c3)C2)n1)C1CCC1 (stereo unspecified),-1,12
O=C(C1CC1)N1CCc2sc(S(=O)(=O)Nc3ccc(F)cc3)cc2C1,0,9
O=C(C1CCC(Cn2c(=O)[nH]c3ccsc3c2=O)CC1)N1CCCCC1 (stereo unspecified),-2,1
Cn1c(N2CCC(C(=O)NCc3ccco3)CC2)cc(=O)n(C)c1=O,-5,49
COc1cc([N+](=O)[O-])ccc1NC(=O)C(Cl)Cl,11,-2
O=C1OC(c2ccccc2Br)=N/C1=C\c1cccc(Br)c1,0,15
Cc1ccc2ncc(C#N)c(N3CCC(C(=O)N4CCCC4)CC3)c2c1,-4,-10
COc1cc(N2CCC(C(=O)Nc3ccc(OC)c(OC)c3)CC2)ncn1,-11,-6
COCCNC(=O)c1cnn2c(C)c(Cc3ccccc3C)c(C)nc12,-10,21
O=C(c1cc(F)cc(F)c1)N1CCC(CCOc2ccccc2)CC1,-4,-25
COc1cccc2cc(-c3nnc(NC(=O)C4=COCCO4)o3)oc12,10,8
NNC(=O)CSCCS(=O)(=O)c1ccccc1,5,/
Cc1[nH]nc(-c2ccc(C(F)(F)F)cc2)c1NC(=O)C1CCCC1,-1,-3
CC(C)CN1C(=O)N2Cc3ccccc3C2CS1(=O)=O (stereo unspecified),-4,-1
Cc1ccccc1N1CC(C(=O)N2CCCC(C)C2)CC1=O (stereo unspecified),2,0
O=C(O)c1ccccc1C(=O)c1ccc(N2CCCC2)c([N+](=O)[O-])c1,2,10
c1cn(-c2cc(N3CCSCC3)ncn2)cn1,1,-7
N=c1oc2c(Br)cc(Br)cc2cc1-c1nc2ccccc2[nH]1,/,19
COc1ccc(C2C(C(C)=O)=C(O)C(=O)N2C)c(OC)c1 (stereo unspecified),1,7
Cc1ccccc1S(=O)(=O)N1CCC(Cc2ccc(F)cc2)CC1,-5,-55
Fc1cccc(-c2nc(COc3ccc4c(c3)OCO4)no2)c1,0,-5
CSc1c(C#N)c(-c2ccco2)nn1C,-4,/
Cc1ccc(C(=O)Nc2ccccc2[N+](=O)[O-])c(Cl)c1,-3,19
O=S(=O)(NCc1ccccc1)c1ccc(F)cc1Br,-2&0,-11&-10
Cc1ccc(C2C3=C(NCCN=C3c3ccccc3)C(=O)N2c2ccccc2)cc1 (stereo unspecified),4,80*
Cc1cc(C)nc(SCC(=O)Nc2ccccc2F)n1,-7,-5
O=C(NCc1ccc(F)cc1)c1cc(-c2ccc(F)cc2)ns1,-3,-28
Cc1cc(C)n(-c2ccc(SCc3csc(C)n3)nn2)n1,-6,-2
O=c1/c(=C/c2cc([N+](=O)[O-])ccc2Cl)sc2nc3ccccc3n12,-1,0
COc1ccccc1CNC(=O)CC1CCN(C(=O)c2ccc(C)cc2)CC1,-1,7
COc1cc(NC(=O)COc2ccccc2[N+](=O)[O-])ccc1NC(=O)c1ccco1,-7,11
COc1cccc(-n2ccn(CC(=O)Nc3ccccc3C(F)(F)F)c(=O)c2=O)c1,-5,-8
CCc1nc2c(c3nn(CC)c(=O)n13)CCC2,4,-12
O=C(Nc1ccc(I)cc1Cl)c1cccnc1,4,-2
Cc1nc2ccccn2c1C(=O)Nc1cccc(-c2ccn[nH]2)c1,-8,0
CCOC(=O)COc1ccccc1C=C(C#N)S(=O)(=O)c1cccs1,-3,/
O=c1c2c(nc3c(-c4ccccc4)c(-c4ccccc4)[nH]n13)CCC2,0&-1,45&4
CCC(=O)NCc1nc2c(n1C)CN(S(=O)(=O)c1ccccc1F)CC2,-1,4
Cc1ccc(CN2C(=O)CCc3c(C)nc(-c4ccccc4)nc32)o1,20,90*
CCOc1ccccc1C1C(C(=O)Nc2ccccc2OC)=C(C)Nc2nc3ccccc3n21 (stereo unspecified),-7,1
COc1ccc2cc(C3CC(c4ccc(C)cc4)=NN3C(=O)c3ccco3)c(Cl)nc2c1 (stereo unspecified),8,17
O=C(Nc1ccc(-c2nc3ccc(NC(=O)c4ccco4)cc3[nH]2)cc1)c1ccco1,-2,32
COc1ccc(C(O)CN2CCN(c3ccc(F)cc3)CC2)cc1 (stereo unspecified),1,6
N=C(NC(=O)CCn1c(=O)oc2ccccc21)c1ccc(Cl)cc1,-8&-4,/
O=C(N[C@@H]1CCC(=O)N(CC[C@H](Sc2ccc(Br)cc2)c2ccccc2)CC1)OCc1ccccc1,-2,21
CC(=O)N1CCCN(C2=NS(=O)(=O)C(c3ccc(Cl)cc3)=C2C)CC1,0,-11
COCCCNC(=O)c1cnc(N2CCN(c3ccccc3OC)CC2)c2ccccc12,-2,18
CCCNC(=O)c1c[nH]c2ccc(S(=O)(=O)N(C)c3ccc(F)cc3)cc2c1=O,-12,2
CCOc1ccccc1NC(=O)c1c(NC(=O)c2ccco2)sc2c1CCCC2,4,-6
CCc1onc(C)c1C1CCCN1C(=O)Nc1ccc(C)cc1Cl (stereo unspecified),2,0
CCCCCCNC(=O)n1cc(F)c(=O)[nH]c1=O,5,/
CNC(=S)N1CCCCC1,/,-9
O=C(CSc1n[nH]c(=O)[nH]c1=O)c1cccc([N+](=O)[O-])c1,4,7
COc1ccc(CCC(=O)N2CCCC2c2ccc(Cl)cc2)cc1 (stereo unspecified),-2,-7
Cc1ccc(Cc2nc(-c3cccc(-c4ccn[nH]4)c3)no2)cc1,0,6
Cc1ccc(C)c(N2C=C(C#N)S(=O)(=O)c3ccc(Cl)cc32)c1,-2,3
O=C(NCc1cccnc1-c1ccc(F)cc1)c1ccc2c(c1)OCO2,-3,-6
COc1cc(C)ccc1OCCCOc1ccc(C(=O)O)cc1,-15,-1
CCn1c2ccccc2c2nnc(SCC(=O)Nc3nnc(C)s3)nc21,11,5
# (listing goes on)
SMILES,Pf apPOL inh,mHTT CaM bind
CC1=C(C(=O)Nc2ccc(Cl)cc2)C(c2ccc(Br)cc2)n2nnnc2N1 (stereo unspecified),-1,24
O=C(NCCc1ccncc1)c1cccc(N2CCNC(c3ccccc3)C2)n1 (stereo unspecified),-6,2
COc1ccc(CCN(C(=O)c2cccc(F)c2)C2CC(=O)N(c3ccc(OC)cc3)C2=O)cc1 (stereo unspecified),-13,13
CC(=O)N1CCCc2ccc(NC(=O)c3ccc(F)c(F)c3)cc21,-7,2
CCCCCSc1nc(N2CCOCC2)c2c(c1C#N)CC(C)(C)OC2,-5,-3
O=C(Nc1ccccc1[N+](=O)[O-])c1cccc(S(=O)(=O)CC(Cl)c2ccccc2)c1 (stereo unspecified),1,29
CCc1ccc(NC(=O)C(=O)NCCc2ccc(OC)cc2)cc1,2,-1
Cc1ccccc1Cn1nc(C)c(NC(=O)c2noc3c2CCCCC3)c1C,-7,17
O=c1cc2oc3cc(O)c(O)cc3c(-c3ccccc3O)c-2cc1O,i,85*
COCCNC(=O)c1c(C)cc(C)cc1C,0,-3
CC1(C(=O)NC2CCCC2)CCC(=O)N1Cc1cccc(Cl)c1 (stereo unspecified),-1,0
CCc1noc(C2CCCCN2Cc2nc(-c3ccccc3F)no2)n1 (stereo unspecified),-6,-15
O=C(Cc1cccs1)NC1CC(O)C(CO)C1 (stereo unspecified),-4,-8
CCCC(=O)Nc1nnc(SCc2ccc(Br)cc2)s1,-2,-10
COc1cc(C(=O)Nc2ccc(S(N)(=O)=O)cc2)c(Br)c(OC)c1OC,-14,-6
O=C(Nc1ccccc1Br)N1CCCC1c1ccc(F)cc1 (stereo unspecified),-8,-17
Cc1cc(C(F)(F)F)n2nc(-c3cccc(Br)c3)cc2n1,3,2
O=C(c1ccccc1[N+](=O)[O-])N1CCc2ccccc2C1,0,-6
Cc1cc(N2C(=O)CSC2c2ccc(F)c(F)c2)ccc1Br (stereo unspecified),0,-24
COCCn1c(CC2CCN(C(=O)c3ccccc3)C2)nc2cccnc21 (stereo unspecified),-6,-4
COc1ccc(CNC(=O)C2CCN(c3nnc(-c4ccc(C)cc4)o3)CC2)cc1OC,-2,22

# Molecules above with a CF3 group:
SMILES,Pf apPOL inh,mHTT CaM bind
COc1cccc2cc(C(N)=O)c(=Nc3cccc(C(F)(F)F)c3)oc12,3,-2
O=C(NCCN1CCCC1)C1CCCN(C(=O)c2cccc(C(F)(F)F)c2)C1 (stereo unspecified),-7,27
Cc1[nH]nc(-c2ccc(C(F)(F)F)cc2)c1NC(=O)C1CCCC1,-1,-3
COc1cccc(-n2ccn(CC(=O)Nc3ccccc3C(F)(F)F)c(=O)c2=O)c1,-5,-8
Cc1cc(C(F)(F)F)n2nc(-c3cccc(Br)c3)cc2n1,3,2
